TRPC6 act = activates the mouse TRPC6 cation channel | Q61143 | HEK293-TRPC6 membrane potential dye fluorescence; active compounds read high | B-score at 10 µM | actives 0.13% (n = 310,000);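 active = B-score of the integrated fluorescence ratio above library mean plus 3 SD, and starting fluorescence ratio within library mean plus 5 SD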;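 note: higher score means more depolarization so channel activation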
RGS4 block = inhibitors of human RGS4 | P49798 | HEK293 M3R/RGS4 inducible, Fluo-4 calcium flux; active compounds read high; triggered by carbachol at its EC20 | B-score at 10 µM | actives 0.45% (n = 310,000) | AID 463165;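 active = B-score, a plate-corrected calcium signal, over three deviations above library mean, with baseline fluorescence within five deviations of library mean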;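 note: RGS4 expression induced by doxycycline in cells with stable M3 receptor; B-score is computed from the integrated fluorescence ratio over baseline after carbachol; higher B-score means a larger calcium signal and so more RGS4 inhibition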
Target sequence (P49798 whole entry, looked up): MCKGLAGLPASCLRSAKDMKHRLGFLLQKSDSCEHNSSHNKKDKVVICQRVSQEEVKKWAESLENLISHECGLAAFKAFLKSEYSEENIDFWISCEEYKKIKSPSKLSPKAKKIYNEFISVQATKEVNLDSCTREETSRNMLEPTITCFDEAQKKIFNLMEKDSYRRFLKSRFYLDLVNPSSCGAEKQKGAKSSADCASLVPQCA
TMEM16A inh = mouse TMEM16A channel inhibition, primary screen | Q8BHY3 | normalized B-score (activity score, 25-100; higher = stronger inhibition) at 10 µM | actives 1.2% (n = 310,000) | HEK293 TMEM16A/YFP iodide influx fluorescence, ionomycin;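 active = ratio plate-corrected score three or more library SD toward inhibition, starting fluorescence score within five deviations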;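 note: score derived from kinetic fluorescence span divided by baseline fluorescence per well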
MrgX1 ag = activates human MrgX1 receptor signaling; Q96LB2; MrgX1-HEK293 cells, Fluo-4 calcium fluorescence, agonist mode; active compounds read high; B-score at 10 µM; actives 0.44% (n = 310,000); AID 588627;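 active = calcium response B-score plate-corrected fluorescence ratio at least 3 library SD, with starting fluorescence B-score inside 5 SD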
Target sequence (Q96LB2 whole entry, looked up): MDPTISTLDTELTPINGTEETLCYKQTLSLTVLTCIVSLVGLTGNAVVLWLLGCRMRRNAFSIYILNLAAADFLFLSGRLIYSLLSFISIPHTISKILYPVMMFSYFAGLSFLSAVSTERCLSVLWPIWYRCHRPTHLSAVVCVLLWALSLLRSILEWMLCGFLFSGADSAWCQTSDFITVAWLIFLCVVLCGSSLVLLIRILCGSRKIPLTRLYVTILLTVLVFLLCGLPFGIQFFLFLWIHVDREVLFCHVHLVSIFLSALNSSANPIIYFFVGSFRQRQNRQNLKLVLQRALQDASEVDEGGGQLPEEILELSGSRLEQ
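times = overnight plating, then 30 min 37 °C plus 30 min room-temperature dye loading | assay system = stable human MrgX1 HEK293 cell line | input = fifteen thousand cells per well | signal = kinetic calcium dye fluorescence, Fluo-4 NW | dosing = compound delivered in addition one of three | read-out = B-scored fluorescence response ratio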
SKKanGAS inh = blocks kanamycin growth of S. pyogenes SKKanGAS strain; BacTiter-Glo, 6 h; inhibition, % at 7.5 µM; actives 1.3% (n = 300,000);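 active = mean replicate score, as percent of positive control median, at least 50; inconclusive = mean below 50 but one replicate at or above 50; inactive = mean and every replicate below 50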;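 note: strain carries kanamycin resistance gene driven by streptokinase promoter and grows in 40 µg/ml kanamycin; loss of luminescence reflects streptokinase promoter inhibition or plain growth inhibition; 0% = median of DMSO wells and 100% = positive control at its reference dose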
ANO1 activ = mouse TMEM16A channel activation, primary screen. Q8BHY3. HEK293 TMEM16A/YFP-H148Q/I152L, iodide quench fluorescence; active compounds read low. B-score at 10 µM. actives 0.3% (n = 340,000). AID 623877;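 active = fluorescence-ratio B-score plate-corrected deviation score at least 3 library SD below zero, with starting fluorescence score within 5 deviations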;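 note: channel opened by trigger with iodide after compound preincubation; score built on the fluorescence ratio of max minus min over baseline; more negative score means more quench and so TMEM16A activation or potentiation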
HDAC3 inhib = blocks human histone deacetylase 3 | O15379 | recombinant HDAC3, fluorogenic peptide/trypsin coupled, fluorescence | inhibition, % at 8.3 µM | actives 0.15% (n = 320,000) | AID 2718; in the data active = inhibition above about 26%, passing the limit was not always enough; inconclusive = no clear call, values can overlap the other calls
Target sequence (O15379 whole entry, looked up): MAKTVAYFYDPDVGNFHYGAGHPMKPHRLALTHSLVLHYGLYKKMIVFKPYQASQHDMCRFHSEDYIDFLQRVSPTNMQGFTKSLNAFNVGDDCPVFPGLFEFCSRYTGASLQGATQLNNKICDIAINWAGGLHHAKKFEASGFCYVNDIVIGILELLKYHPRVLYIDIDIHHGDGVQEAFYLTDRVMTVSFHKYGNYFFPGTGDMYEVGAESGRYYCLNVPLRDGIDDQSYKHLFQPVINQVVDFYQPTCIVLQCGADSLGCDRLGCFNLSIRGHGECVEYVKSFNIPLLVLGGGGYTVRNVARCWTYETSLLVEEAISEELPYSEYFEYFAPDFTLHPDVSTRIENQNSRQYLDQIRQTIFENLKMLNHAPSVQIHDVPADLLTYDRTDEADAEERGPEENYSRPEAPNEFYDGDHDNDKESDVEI
MrgX1 antag = antagonists of human MrgX1 receptor. MRGX1-HEK293 calcium flux, Fluo-4, BAM8-22 antagonism; active compounds read low. B-score at 10 µM. actives 1.3% (n = 310,000). AID 588676;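 active = calcium-response B-score plate-corrected more than 3 library SD below zero, starting fluorescence within 5 deviations, no agonist response on first addition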;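 note: peak minus trough fluorescence over baseline after final BAM8-22 challenge near maximal dose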
RGS4 act = potentiators or activators of RGS4. B-score at 10 µM. actives 0.92% (n = 310,000). HEK293 M3R/inducible RGS4, carbachol calcium flux Fluo4; active compounds read low;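 active = B-score of the integrated calcium signal more than 4 SD below the library mean, with starting fluorescence not abnormally high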;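 note: negative B-score means reduced calcium response which marks RGS4 activation or potentiation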
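Detection: kinetic calcium fluorescence imaging with Fluo4-AM dye, 2 µM / Material: HEK293 cells with stable M3R and inducible RGS4 / Schedule: recording 10 s baseline at 1 Hz, 100 s post-agonist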
TRPC6 inh = inhibitors of mouse TRPC6 channel; HEK293-TRPC6, membrane potential dye, ACh-evoked depolarization; active compounds read low; B-score at 10 µM; actives 1.1% (n = 310,000); AID 2553;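 active = B-score under library mean minus 3 SD, initial fluorescence not abnormally high, positive integrated signal ratio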;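 note: B-score derived from integrated fluorescence ratio over the kinetic read; more negative B-score means stronger inhibition of depolarization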
MrgX1 allo act = allosterically activates human MrgX1 receptor signaling; AID 588675; B-score at 10 µM; MrgX1-HEK293, Fluo-4 calcium flux, FDSS; active compounds read high; actives 0.63% (n = 310,000);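 active = plate-corrected calcium response at least 3 library SD above typical, normal starting fluorescence, not activating the receptor alone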;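 note: compound read alongside a low EC10 to EC30 dose of BAM8-22 agonist; peak minus trough fluorescence over baseline measured at the second addition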
An asterisk follows results filed as active; i = inactive; ? = inconclusive; · = no result given.

no.	SMILES	TRPC6 act	RGS4 block	TMEM16A inh	MrgX1 ag	SKKanGAS inh	ANO1 activ	HDAC3 inhib	MrgX1 antag	RGS4 act	TRPC6 inh	MrgX1 allo act
1	COc1cc(C=O)c(Cl)cc1OCC(N)=O	i	i	i	i	3	i	-7	i	i	i	i
2	CN(CCO)c1cc(N2CCCCC2)c2nonc2c1[N+](=O)[O-]	i	i	i	i	-11	i	11	i	i	i	i
3	O=C(Cc1cc(=O)[nH]c(=O)[nH]1)NCc1ccccc1	i	i	i	i	0	i	3	i	i	i	i
4	Cc1nnc(Sc2cc(C(=O)NCCCOC(C)C)c3ccccc3n2)s1	i	i	i	i	·	i	0	i	i	i	i
5	CCOC(=O)C1CCN(Cc2ccc(N(C)C)cc2)CC1	·	·	i	i	·	i	1	i	·	·	i
6	O=C(Cc1csc(NC(=O)Nc2ccc(Cl)cc2)n1)NC1CCCC1	i	i	i	i	16	i	2	i	i	i	i
7	O=C(Nc1cc(=O)[nH]c2ncnn12)c1ccc(Cl)cc1Cl	i	i	i	i	7	i	4	i	i	i	i
8	Cc1ccc(C)c(OCCC(=O)OCC(=O)c2ccc3c(c2)NC(=O)CO3)c1	i	i	i	i	-22	i	5	i	i	i	i
9	Cc1ccc(-n2ccnc(SCC(=O)NC3CCCCC3)c2=O)cc1F	i	i	i	i	-6	i	·	i	i	i	i
10	COc1ccc(OC)c(-c2csc(NC(=O)CN3C(=O)NC4(CCCC4)C3=O)n2)c1	i	i	i	i	1	i	6	i	i	i	i
11	O=C(COC(=O)c1ccco1)NCC1CCCO1 (stereo not drawn)	i	i	i	i	-4	i	-3	i	i	i	i
12	O=C(CSc1nnc(-c2ccco2)o1)N1c2ccccc2CCc2ccccc21	i	i	i	i	6	i	2	i	i	i	i
13	Cc1ccc(N(C)S(=O)(=O)c2cc(-c3cnc(C4CC4)o3)ccc2C)cc1	i	i	100*	i	8	i	-6	i	i	i	i
14	NS(=O)(=O)c1ccc(CNC(=O)/C=C/c2ccc(S(=O)(=O)N3CCOCC3)cc2)cc1	i	i	i	i	-5	i	-1	i	i	i	i
15	CCOC(=O)[C@H]1NN=C(C(=O)OC)[C@@H]1c1ccccc1	i	i	i	i	8	i	-3	i	i	i	i
16	Cc1cnc(NC(=O)COc2cccc3c2OC(C)(C)C3)s1	i	i	i	i	1	i	0	i	i	i	i
17	CC(=C1C(=O)c2ccccc2C1=O)N1CCc2ccccc2C1	i	i	i	i	6	i	6	i	i	i	i
18	Cc1ccc2c(c1)N(Cc1ccncc1)C(=O)C(C)O2 (stereo not drawn)	i	i	i	i	5	i	4	i	i	i	i
19	COc1ccc(C(=O)C[n+]2ccc3c(c2)nc(-c2ccc(OC)cc2OC)n3C)cc1	i	i	i	i	7	i	-11	i	i	i	i
20	CCN(CC)S(=O)(=O)c1ccc(C(=O)Nc2ccc3c(c2)OCO3)cc1	i	i	i	i	3	i	2	i	i	i	i
21	Cc1ccc(S(=O)(=O)N2CCCC2CNC(=O)C(=O)NC2CC2)cc1 (stereo not drawn)	i	i	i	i	-11	i	-3	i	i	i	i
22	NN1C(=O)c2cccc3c(C(=O)O)ccc(c23)C1=O	i	i	i	i	-2	i	-3	i	i	i	i
23	CCOC(=O)N1CCN(CC(O)COc2ccccc2C(C)CC)CC1 (stereo not drawn)	i	i	i	i	0	i	2	i	i	i	i
24	O=C(c1ccc(CS(=O)(=O)c2ccc(Br)cc2)o1)N1CCOCC1	i	i	i	i	-1	i	1	i	i	i	i
25	COc1ccccc1-c1csc(-n2ncc(C#N)c2N)n1	i	i	i	i	-1	i	-10	i	i	i	i
26	CCn1c(SCc2nc3ccccc3c(=O)[nH]2)nc2ccccc2c1=O	i	i	i	i	6	i	0	i	i	i	i
27	O=C(c1ccccc1)[C@@H]1[C@@H]2C(=O)N(c3ccc(F)cc3)C(=O)[C@@H]2C2CCCN21 (stereo partly drawn)	i	i	i	i	3	i	-4	i	i	i	i
28	COc1ccc(C)cc1NC(=O)C(OC(=O)CNC(=O)c1cc(C)cc(C)c1)c1ccccc1 (stereo not drawn)	i	i	i	i	-2	i	-1	i	i	i	i
29	O=C1CS/C(=N\NC(=O)c2ccccc2)N1	i	i	i	i	4	i	2	i	i	i	i
30	CCN(C(=O)COC(=O)c1cnc(C)cn1)C1CCS(=O)(=O)C1 (stereo not drawn)	i	i	i	i	0	i	3	i	i	i	i
31	CCN1CCN(CC(=O)Nc2cc3c(cc2C(C)=O)OCO3)CC1	i	i	i	i	-3	i	6	i	i	i	i
32	Cc1nc2c(C#N)cnn2c2c1CCNN2C	i	i	i	i	-3	i	-5	i	i	i	i
33	Cc1[nH]c2ccccc2c(=O)c1CN(C)Cc1ccccc1	i	i	i	i	-4	i	4	i	i	i	i
34	CCCOc1ccc2c3c(c(=O)oc2c1)CCCC3	i	i	i	i	0	i	-7	i	i	i	i
35	CN1N=C(c2ccc(F)c(F)c2)CSC1=NCc1ccccc1	i	i	i	i	21	i	12	i	i	i	i
36	COc1ccc(-c2ccc(CCC(=O)O)n2CC2CCCO2)cc1 (stereo not drawn)	i	i	i	i	5	i	-3	i	i	i	i
37	CCOC(=O)N1CCN(S(=O)(=O)c2ccc(C)c(C)c2C)CC1	·	·	i	i	·	i	-4	i	·	·	i
38	COc1ccc(C(CNC(=O)C(C)Oc2ccc(Br)cc2)N2CCOCC2)cc1 (stereo not drawn)	i	i	i	i	-4	i	0	i	i	i	i
39	O=C(NCc1ccc(Cl)c(Cl)c1)c1ccc2c(c1)OCO2	i	i	i	i	22	i	10	i	i	i	i
40	Cc1cc(/C=C(\C#N)C(=O)O)c(C)n1CCC(C)C	i	i	i	i	8	i	-2	i	i	i	i
41	CCCn1c(SCC(=O)Nc2ccc3c(c2)OCO3)nc2c1c(=O)n(C)c(=O)n2C	i	i	i	i	2	i	3	i	i	i	i
42	O=C(Nc1ccc(Cl)c(NC(=O)c2cccs2)c1)c1ccco1	i	i	i	i	-5	i	-6	i	i	i	i
43	CC(=O)N1CCN=C1SCc1ccc(Br)cc1	i	i	i	i	6	i	10	i	i	i	i
44	COc1ccc(CCC(=O)Nc2nccs2)cc1OC	i	i	i	i	0	i	-1	i	i	i	i
45	Cc1ccc(-c2cc3nc(-c4ccc(Br)cc4)cc(N)n3n2)cc1	i	i	i	i	75*	i	-11	i	i	i	i
46	Clc1ccc(C2=CSC3=NCCN23)c(Cl)c1	i	i	i	i	2	i	-3	i	i	i	i
47	CCCC1=[N+](CC(=O)c2ccc(Br)cc2)CCn2cccc21	i	i	i	i	2	i	5	i	i	i	i
48	COc1cccc(C(=O)Nc2ccc(S(=O)(=O)Nc3cc(C)nc(C)n3)cc2)c1	i	i	i	i	-2	i	?	i	i	i	i
49	Cc1ccc(OCC(=O)Nc2cccc3c2CCCC3)cc1C	i	i	i	i	0	i	0	i	i	i	i
50	CC(=O)NS(=O)(=O)c1ccc(NC(=O)CSc2ccc(Cl)cc2)cc1	i	i	i	i	-4	·	?	i	i	i	i
51	CN1CCN(CC(=O)Nc2ccc(Oc3ccccc3)cc2)CC1	i	i	i	i	-12	i	-6	i	i	i	i
52	Cc1ccc(C)c(C(C)NC(=S)NCc2ccc(F)cc2)c1 (stereo not drawn)	i	i	i	i	-5	i	-1	i	i	i	i
53	COc1ccc(C2NN=C(c3c[nH]c4ccccc34)C2O)cc1 (stereo not drawn)	i	i	i	i	42	i	2	i	i	i	i
54	CC(C)CCn1nnnc1C(c1ccccc1F)N1CCC(C(N)=O)CC1 (stereo not drawn)	i	i	i	i	-1	i	9	i	i	i	i
55	CCN1CCN(c2cc3nc(C)n(Cc4ccccc4)c(=O)c3cc2NC(=O)c2ccccc2F)CC1	i	i	i	i	-3	i	0	i	i	i	i
56	CCCCN(CC)CCNC(=O)CCNC(=O)Cn1ccc2ccccc2c1=O	i	i	i	i	-13	i	-3	i	i	i	i
57	CN1CCN(c2ccc([N+](=O)[O-])cc2NC(=O)c2ccccc2Cl)CC1	i	i	i	i	-2	i	2	i	i	i	i
58	O=C(O)c1ccc2c(c1)NC(=O)C(N1CCCC1)S2 (stereo not drawn)	i	i	i	i	-1	i	0	i	i	i	i
59	COc1cccc(C(=O)NCC2CCN(c3ccc(S(=O)(=O)N4CCOCC4)cc3)CC2)c1	i	i	i	i	-3	i	-1	i	-8.6*	i	i
60	COc1ccc(N=Nc2c(-c3ccc(OC)cc3)[nH]oc2=O)cc1	i	i	i	i	6	i	-2	i	i	i	i

The list continues.
no.	SMILES	TRPC6 act	RGS4 block	TMEM16A inh	MrgX1 ag	SKKanGAS inh	ANO1 activ	HDAC3 inhib	MrgX1 antag	RGS4 act	TRPC6 inh	MrgX1 allo act
61	CCOC(=O)CCC(=O)N(CCN(C(=O)CCC(=O)OCC)c1ccccc1)c1ccccc1	i	i	i	i	-5	i	-4	i	i	i	i
62	CCc1nc(SCC#N)c(C#N)cc1C	i	i	i	i	11	·	-1	i	i	i	i
63	COc1ccc(S(=O)(=O)N2CCN(Cc3cccc(Cl)c3)CC2)cc1	i	i	i	i	-1	i	5	i	i	i	i
64	Cc1ccc(Nc2cc(-n3nc(C)cc3C)ncn2)c(C)c1	i	i	i	i	-7	i	5	i	i	i	i
65	Fc1ccccc1OCCn1c(=S)[nH]c2ccccc21	i	i	i	i	-2	i	-5	i	i	i	i
66	Cc1cc(C)c(OCCCCN2CCNCC2)c(C)c1	i	i	i	i	3	i	-1	i	i	-5.7*	i
67	CN1C(=O)[C@H]2[C@@H](c3ccc(F)cc3)N3C(=O)c4ccccc4NC(=O)[C@@]3(C)[C@H]2C1=O	i	i	i	i	-3	i	-2	i	i	i	i
68	O=C(NCc1ccc2c(c1)OCO2)C1(S(=O)(=O)c2ccccc2)CC1	i	i	i	i	0	i	4	i	i	i	i
69	C(CCCN1CCCCC1)CCN1CCCCC1	i	i	i	i	-11	i	12	i	i	i	i
70	Nc1nnc(Sc2ncccc2[N+](=O)[O-])s1	i	i	i	i	16	i	-3	i	i	i	i
